# Bioassay records: PubChem BioAssay, several laboratories
# TRPC4 agonist – activators of mouse TRPC4 channel, primary screen, Fluo4 calcium, HEK293 TRPC4beta/mu-opioid cells. Short transient receptor potential channel 4 (Mus musculus), Q9QUQ5. Fluo4 calcium fluorescence; stronger effect = higher value. B-score at 10 µM. hit rate 0.49% among 310,000;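 active = B-score above 5 SD of library B-scores, and initial fluorescence ratio not above library mean plus 5 SD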;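 also: positive B-score marks a calcium rise read as TRPC4 activation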
#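 Assay system: HEK293 stable line with TRPC4beta plus mu-opioid receptor. Times: dye 45 min RT, read 110 s. Measured by: kinetic Fluo4 calcium fluorescence. Measure: B score of integrated ratio. Controls: assay buffer as low control, maximal DAMGO as high control.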
# KCNK9 inh – KCNK9 potassium channel inhibitors, primary screen, HEK293 cells, thallium flux; FluxOR thallium flux fluorescence; stronger effect = lower value; hit rate 1.2% among 310,000; Potassium channel subfamily K member 9 (Homo sapiens), Q9NPC2; B-score at 10 µM; AID 488922, 2010;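 active = ratio B-score over 3 SD below the library mean, with starting fluorescence within 5 SD of its mean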;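 also: negative B-score means less thallium flux so channel inhibition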
# KCNQ1 pot – potentiators or activators of KCNQ1 channel, primary screen, cell-based, thallium flux, high-throughput; CHO-K1 KCNQ1, thallium flux FluxOR fluorescence; stronger effect = higher value; hit rate 0.35% among 310,000; AID 2648, 2010; Potassium voltage-gated channel subfamily KQT member 1 (Homo sapiens), P51787; B-score at 10 µM;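 active = fluorescence ratio B-score, a plate-corrected score, at least three library SD, with initial intensity B-score within 5 SD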
# Target sequence (P51787 whole entry, looked up): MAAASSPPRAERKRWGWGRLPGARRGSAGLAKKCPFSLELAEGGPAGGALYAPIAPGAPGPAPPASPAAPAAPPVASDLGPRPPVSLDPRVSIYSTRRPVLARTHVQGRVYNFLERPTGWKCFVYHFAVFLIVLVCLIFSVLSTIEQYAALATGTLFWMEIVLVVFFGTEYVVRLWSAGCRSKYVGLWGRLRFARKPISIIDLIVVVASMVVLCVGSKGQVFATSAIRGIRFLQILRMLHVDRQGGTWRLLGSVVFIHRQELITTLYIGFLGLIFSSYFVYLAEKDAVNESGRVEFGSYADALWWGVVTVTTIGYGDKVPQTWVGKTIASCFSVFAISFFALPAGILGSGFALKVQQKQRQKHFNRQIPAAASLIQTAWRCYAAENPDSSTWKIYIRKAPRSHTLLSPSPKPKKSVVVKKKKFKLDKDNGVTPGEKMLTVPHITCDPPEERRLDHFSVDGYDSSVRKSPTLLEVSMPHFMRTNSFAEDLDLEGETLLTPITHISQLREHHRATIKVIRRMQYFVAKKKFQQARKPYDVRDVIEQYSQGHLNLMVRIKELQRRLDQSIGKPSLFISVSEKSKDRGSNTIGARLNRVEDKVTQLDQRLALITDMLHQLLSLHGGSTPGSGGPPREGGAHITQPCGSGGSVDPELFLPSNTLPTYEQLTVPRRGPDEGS
#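 Assay system: CHO-K1 cells stably expressing KCNQ1. Medium: assay buffer for compound exposure, DMSO matched across wells. Timing: 37 °C overnight plating, 90-min dark dye load, 20-min compound pretreatment. Signal: kinetic FluxOR fluorescence, 10 s baseline plus 110 s post-stimulus.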
# KCNQ1 inh – inhibitors of human KCNQ1 channel, primary screen, cell-based, thallium flux, high-throughput; hit rate 1.3% among 310,000; Potassium voltage-gated channel subfamily KQT member 1 (Homo sapiens), P51787; B-score at 10 µM; AID 2642, 2010; CHO-K1 KCNQ1, FluxOR thallium flux fluorescence; stronger effect = higher value;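 active = compounds whose thallium flux B-score, printed positive for inhibition, exceeds three library SD while starting fluorescence stays within three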;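 also: channel opened by potassium depolarization with thallium stimulus after 20 min compound exposure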
# Platelet DG rel – inhibitors of platelet dense granule secretion, primary screen, cell-based, MLPCN, human platelets; hit rate 0.22% among 300,000; inhibition, %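 (compounds screened at 7.5 µM in platelet-rich plasma)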; human platelet-rich plasma, SFLLRN dense granule ATP release, luminescence; AID 1663, 2009;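 active = mean replicate score, as percent of positive control, at or above 50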
# TRPC4 PAM – positive allosteric modulators of TRPC4, primary screen, cell-based, mouse TRPC4beta, HEK293 mu-opioid, Fluo-4 calcium. DAMGO EC20, Fluo-4 Ca2+ flux; stronger effect = higher value. Short transient receptor potential channel 4 (Mus musculus), Q9QUQ5. AID 2227, 2009. B-score at 10 µM. hit rate 0.42% among 310,000;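 active = B-score of calcium response area above 5 SD of library B-scores, with initial fluorescence ratio within 5 SD of library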;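 also: B-score of integrated fluorescence ratio over time as area under calcium response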
# PolyA inh – polyadenylation inhibitors in yeast reporter cells, primary screen, luminescence, S. cerevisiae; S. cerevisiae SKY197-pL101 polyadenylation reporter, beta-gal luminescence; efflux-impaired pdr1/pdr3 knockout yeast; score 100 = 6 SD above DMSO; calls only at 12 µM; hit rate 0.02% among 300,000; AID 1875, 2009;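 active = lowest replicate activity score at least 50, where 100 means six control SD above control mean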;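 also: yeast exposed to compound for 9 h at 30 °C; higher score means more reporter readthrough which indicates perturbed polyadenylation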
# TRPC4 block – inhibitors of mouse TRPC4 channel, primary screen, Fluo4 calcium, HEK293 TRPC4beta/mu-opioid cells. Short transient receptor potential channel 4 (Mus musculus), Q9QUQ5. DAMGO-evoked Fluo4 calcium flux; stronger effect = lower value. B-score at 10 µM. hit rate 0.39% among 300,000. AID 2247, 2010;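 active = B-score over 3 SD under the library average, no early fluorescence shift, positive overall ratio signal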
#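 Material: HEK293 cells with stable TRPC4beta plus mu-opioid receptor expression / Probe or stimulus: DAMGO in two steps, submaximal then maximal / Compound: single concentration per test compound / Technique: kinetic Fluo4 fluorescence imaging of calcium influx / Read-out: per-well B score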
# KCNK3 block – human KCNK3 channel inhibitors, primary screen, CHO cells, FluxOR thallium flux, B-score | Potassium channel subfamily K member 3 (Homo sapiens), O14649 | FluxOR fluorescence; stronger effect = lower value | B-score at 10 µM | hit rate 0.84% among 340,000 | AID 602410, 2012;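 active = B-score under library mean minus 4 SD, starting fluorescence ratio at most library mean plus 5 SD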;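 also: more negative B-score means stronger inhibition of thallium flux through KCNK3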
# Target sequence (O14649 whole entry, looked up): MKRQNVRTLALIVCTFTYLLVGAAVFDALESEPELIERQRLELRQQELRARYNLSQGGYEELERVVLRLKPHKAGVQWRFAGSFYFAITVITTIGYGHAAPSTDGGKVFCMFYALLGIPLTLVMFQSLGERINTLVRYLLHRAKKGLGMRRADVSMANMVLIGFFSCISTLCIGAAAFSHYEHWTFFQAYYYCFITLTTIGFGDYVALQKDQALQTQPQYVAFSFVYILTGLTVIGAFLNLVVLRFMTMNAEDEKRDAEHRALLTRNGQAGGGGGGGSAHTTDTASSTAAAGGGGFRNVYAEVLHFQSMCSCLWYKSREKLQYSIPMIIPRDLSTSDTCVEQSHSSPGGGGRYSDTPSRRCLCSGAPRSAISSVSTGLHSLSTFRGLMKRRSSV
# hERG rescue – hERG rescue from dofetilide block, primary screen, cell-based, CHO-hERG, FluxOR thallium flux, dofetilide IC70 | Voltage-gated inwardly rectifying potassium channel KCNH2 (Homo sapiens), Q12809 | dofetilide IC70 present | activation (rescue from dofetilide block), less the hit threshold, % at 10 µM | hit rate 0.51% among 310,000 | AID 1511, 2009;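 active = activation above the mean of controls blocked by dofetilide plus 5 SD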;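 also: thallium influx through hERG after potassium depolarization seen as dye fluorescence rise; in these data hits start at about 4.7%; inactives centre near -7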
# DYRK1A inh – rat Dyrk1A kinase inhibitors, primary screen, biochemical, single point, plate reader. inhibition, % at 12.5 µM. ADP-Glo luminescence, NFATc1 peptide. AID 504441, 2011. hit rate 0.43% among 310,000; in the data active = inhibition above about 50%;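 also: plate controls were vehicle with enzyme for no effect and no enzyme for full effect; many of its hits are not listed in these tables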
# * hit, by the source's call; i = inactive; x = not tested or not shown. A portion of the library. The share of hits here may be higher or lower than overall.
SMILES,TRPC4 agonist,KCNK9 inh,KCNQ1 pot,KCNQ1 inh,Platelet DG rel,TRPC4 PAM,PolyA inh,TRPC4 block,KCNK3 block,hERG rescue,DYRK1A inh
O=C(N[C@@H](CO)C(=O)NCc1ccccc1)c1ccc(C(F)(F)F)cc1,i,i,i,i,3,i,i,i,i,-4,7
CN1CCN(Cc2c(C(=O)N/N=C/c3cccc(Br)c3)nnn2-c2nonc2N)CC1,43*,i,i,i,4,i,i,i,i,-12,7
Cc1cc(/C=C2\SC(N)=NC2=O)c(C)n1-c1ccccc1,i,i,i,i,11,i,i,i,i,-5,4
CCN1CCN(CC(=O)c2cc(OC)c(OC)c(OC)c2)CC1,i,i,i,i,-11,i,i,i,i,-7,-4
O=C(/C=C/Nc1ccccc1)c1ccc(Cl)cc1Cl,i,i,i,i,9,i,i,i,i,-3,-4
CNc1oc(-c2ccco2)nc1C#N,i,i,i,i,-2,i,i,i,i,-6,5
N#Cc1ccc(CSc2nnc(-c3c[nH]c4ccccc34)n2-c2ccccc2)cc1,i,i,i,i,-4,i,i,i,i,-16,x
CC(C)(C)C(=O)N1CCN(c2ccc(NC(=O)c3ccc4c(c3)OCCO4)cc2)CC1,i,i,i,i,1,i,i,i,i,-6,-5
CCCCOc1ccccc1N1CCN(CCCN2C(=O)C3CCCN3C2=O)CC1 (centres undefined),i,i,i,i,-1,i,i,i,i,-13,11
c1ccc(CNc2nc(CN3CCOCC3)nc3scc(-c4ccccc4)c23)cc1,i,i,i,i,-2,i,i,i,i,-10,7
COc1ccc(/C(O)=C2/C(=O)C(=O)N(CCN(C)C)C2c2ccc(F)cc2)cc1Cl (centres undefined),i,i,i,i,0,i,i,i,i,-4,3
Cn1c(NC(=O)c2cccc(Cn3cc(Cl)cn3)c2)nc2ccccc21,i,i,i,i,1,i,i,i,i,1,1
CC1CCc2c(sc3nc(C(C)(C)C)nc(N4CCN(C(=O)CCl)CC4)c23)C1 (centres undefined),i,i,i,11*,3,i,i,i,i,-5,x
CC[C@H](C)[C@H](NC(N)=O)C(=O)NCCc1ccc(Cl)cc1,i,i,i,i,3,i,i,i,i,-11,-4
Cc1ccc(C(=O)N2NC(c3ccc(F)cc3)C3C(=O)N(c4ccc(C)c(C)c4)C(=O)C32)cc1 (centres undefined),i,i,i,i,-1,i,i,i,i,-8,18
COC(=O)C(Cc1csc2ccc(Cl)cc12)NC(=O)c1ccc(Cl)cc1 (centres undefined),i,i,i,i,4,i,i,i,-10*,4,3
Cn1cnnc1SC/C(O)=C(\C#N)c1nc2ccccc2[nH]1,i,i,i,i,16,i,i,i,i,-3,-1
CC(C(=O)Nc1ccccc1-c1ccccc1)N1CCCCC1 (centres undefined),i,i,i,i,-12,i,i,i,i,-11,7
O=C(NCC(=O)N1CCOCC1)c1ccc(Br)cc1,i,i,i,i,-6,i,i,i,i,-6,2
COc1ccc(CC(=O)NCC2CCCN(Cc3ccc(F)cc3F)C2)cc1 (centres undefined),i,i,i,i,5,i,i,i,i,-4,-4
CC(C)CN(CC(C)C)CC(O)CN(c1ccccc1)S(=O)(=O)c1ccccc1[N+](=O)[O-] (centres undefined),i,i,i,i,2,i,i,i,i,-13,1
CCOC(=O)C1=C(CN2CCSCC2)NC(=O)NC1c1cc(C)ccc1C (centres undefined),i,i,i,i,9,i,i,i,i,1,-3
CNC(=O)c1ccsc1NC(=O)CCS(=O)(=O)c1ccc(C)cc1,i,i,i,i,-33,i,i,i,i,-8,1
CCNC(=O)CN(C1CCCCC1)S(=O)(=O)c1ccc(F)cc1,i,i,i,i,5,i,i,i,i,2,-4

# Copied from the list.
# Cn1cnnc1SC/C(O)=C(\C#N)c1nc2ccccc2[nH]1 in DYRK1A inh has -1
# CNC(=O)c1ccsc1NC(=O)CCS(=O)(=O)c1ccc(C)cc1 in DYRK1A inh has 1
# Cc1ccc(C(=O)N2NC(c3ccc(F)cc3)C3C(=O)N(c4ccc(C)c(C)c4)C(=O)C32)cc1 (centres undefined) in Platelet DG rel has -1

# The results go on:
SMILES,TRPC4 agonist,KCNK9 inh,KCNQ1 pot,KCNQ1 inh,Platelet DG rel,TRPC4 PAM,PolyA inh,TRPC4 block,KCNK3 block,hERG rescue,DYRK1A inh
CC(C)=CC(=O)Nc1nnc(-c2ccc(F)cc2)s1,i,i,i,i,10,i,i,i,i,-9,-4
COc1ccc(N=C(N)SCc2ccccn2)cc1,i,i,i,i,18,i,i,i,i,-4,-4
C/C(=N\NC(=O)C1COc2ccccc2O1)c1cccs1 (centres undefined),i,i,i,i,3,i,i,i,i,-6,6
COC(=O)c1cc(N2C(=O)C3C(C2=O)C2(C)C=CC3(C)O2)ccc1Cl (centres undefined),i,i,i,i,9,i,i,i,x,-23,x
O=C(Nc1ccc(Cl)c([N+](=O)[O-])c1)c1cnccn1,i,i,i,i,1,21*,i,i,i,-7,-4
Cc1ccc(S(=O)(=O)/N=C(/Nc2cccc3ccccc23)c2ccc(F)cc2)cc1,i,i,i,i,-12,i,i,i,i,-7,0
O=Cc1c(N2CCCCC2)nc2ccccn2c1=O,i,i,i,i,1,i,i,i,i,-6,3
CCc1ccc(S(=O)(=O)Nc2cc(SCC(=O)O)c(O)c3ccccc23)cc1,i,i,i,i,-7,i,i,i,i,-16,21
COc1cc(OC)c(C(=O)NCCCn2ccnc2)cc1OC,i,i,i,i,1,i,i,i,i,-6,x
CN(Cc1cc(=O)n2ccsc2n1)c1ccccc1,i,i,i,i,1,i,i,i,i,-5,-3
CCc1nnc(NS(=O)(=O)c2ccc(NC(=O)c3ccccc3OC)cc2)s1,i,i,i,i,-2,i,i,i,i,-6,4
CCn1nc(C(=O)NCCc2ccc(S(N)(=O)=O)cc2)c2ccccc2c1=O,i,i,i,i,2,i,i,i,i,-21,11
N#C/C(=C\c1ccccc1O)C(=O)Nc1ccccn1,i,i,i,i,-3,i,i,i,i,-6,13
CC1(C)C(=O)OC(C(=O)c2ccccc2)C(C)(C)C1=O (centres undefined),i,i,i,i,1,i,i,i,i,-8,3
COc1cc2cc(C)c(SCC(=O)N3CCN(C(=O)c4ccco4)CC3)nc2cc1OC,i,i,i,i,-3,i,x,i,i,-10,3
CSc1nccn1C(=O)c1ccccc1[N+](=O)[O-],i,i,i,i,-7,i,i,i,i,-7,7
C/C(=N\NC(=O)C1CC1(c1ccccc1)c1ccccc1)c1cccc([N+](=O)[O-])c1 (centres undefined),i,i,i,i,5,i,i,i,i,-1,-1
CCN1C(=O)CS/C1=N\S(=O)(=O)c1ccc(C)cc1,i,i,i,i,-4,i,i,i,i,-1,x
CC(C)C(=O)NCCn1ccc2ccccc21,i,i,i,i,-6,i,i,i,i,-16,-5
C=CCn1c(N)c(C(=O)OCCC)c2nc3ccccc3nc21,i,i,i,i,-2,i,i,i,i,-7,21
O=C(C1CCN(S(=O)(=O)N2CCOCC2)CC1)N1CCN(c2ccccc2)CC1,i,i,i,i,-1,i,i,i,i,-4,-3
O=C(COC(=O)c1ccc2c(c1)OCO2)NCc1ccc2c(c1)OCO2,i,i,i,i,0,i,i,i,i,-7,0
COCCNC(=O)CSc1nnc2c(Cl)cc(Cl)cn12,i,i,i,i,-2,i,i,i,i,-10,14
Cc1cc(/C=C2\NC(=O)NC2=O)c(C)n1-c1ccc(N2CCOCC2)cc1,i,i,i,i,0,i,i,i,i,-9,1
Cc1ccc(C(=O)NNC(=O)C2CCN(S(=O)(=O)c3ccc(Cl)cc3)CC2)cc1,i,i,i,i,0,i,i,i,i,-2,-2
CC(=O)c1ccc(NC(=S)N2CCC(O)CC2)cc1,i,i,i,i,5,i,i,i,i,-4,0
COC(=O)c1ccc(CSc2nnc(CNC(=O)c3cccs3)o2)o1,i,i,i,i,-3,i,i,i,i,-7,3
Cc1ccc(C)c(NNC(=O)C(=O)NNc2cc(C)ccc2C)c1,i,i,i,i,14,i,i,i,i,-7,x
Oc1cccc(/C=N\Nc2nncc(-c3ccccc3)n2)c1,i,i,i,i,3,i,i,i,i,-2,4
Cc1ccc2c(c1)N(CCC(=O)NC1CCCCC1)C(=O)CO2,i,i,i,i,1,i,i,i,i,-9,-4
CCOC(=O)c1cccc(COC(=O)c2cccc(-c3nnc(-c4ccccc4)o3)c2)c1,i,-19*,i,i,-5,i,i,i,i,-17,-5
COc1ccc(OC)c(C2=NS(=O)(=O)N(C)C(C(=O)Nc3ccc(C(C)=O)cc3)=C2)c1,i,i,i,i,-6,i,i,i,i,-8,0
CC(/C=C/c1ccccc1)=N\NC(=O)CNC(=O)c1ccccc1Cl,i,i,i,i,2,i,i,i,i,3,0
COCC(C)NC(=O)NC(=O)c1ccc(Cl)cc1 (centres undefined),i,i,i,i,-2,i,i,i,i,-2,x
CC1(C)CC(=O)C=C(Nc2ccccc2NC(=O)c2cnccn2)C1,i,i,i,i,-2,i,i,i,i,-5,1
CN1CCN(CCCNC(=O)Cn2nc(-c3ccccc3)ccc2=O)CC1,i,i,i,i,6,i,i,i,i,1,x
COc1ccccc1CNC(=O)CCC(=O)N1CCOc2ccc(C)cc21,i,i,i,i,-3,i,i,i,i,-5,5
C=C(C)Cn1c(SCC#N)nc2ccccc2c1=O,i,i,i,i,0,i,i,i,i,-8,5
COc1ccc(CCc2nnc(CCC(=O)NCC3CCCO3)o2)cc1 (centres undefined),i,i,i,i,-9,i,i,i,i,-6,-2
